# TWEAK Fn14 block – TWEAK-Fn14 signaling inhibition | actives 2% (n = 360,000) | TWEAK-stimulated Fn14 reporter cells, luciferase luminescence, 8 h | inhibition, % at 10 µM; in the data active = inhibition above about 50%
# HIF-2a inh – HIF-2a inhibition | actives 0.72% (n = 360,000) | 786-0 RCC cells HIF-2a reporter, luciferase luminescence, overnight | AID 624352 | inhibition, % at 18.8 µM;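 active = inhibition of the luminescence signal of 40% or more relative to plate controls, in a single-dose primary screen at 18.75 µM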
# KKLEB cytotox – counter-screen for CF NF-kB inhibitors: cytotoxicity | KKLEB CF airway cells viability, ATPlite luminescence, overnight; stronger effect = lower value; cells stimulated with P. aeruginosa culture filtrate | activity change (cytotoxicity), % at 5 µM | actives 0.36% (n = 360,000) | AID 602141;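 active = corrected activity change at or below -50% at 5 µM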
# Shn3 inh set2 – reduces Shn3 3'UTR luciferase signal in osteoblasts. Clone20 osteoblast Shn3 3'UTR firefly luciferase, 24 h. inhibition, % at 12.5 µM. actives 0.52% (n = 360,000). AID 588674;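 active = mean inhibition of at least 75% with every replicate also reaching 75%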;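 note: 0% = median of neutral control wells and 100% = pilot-screen positive control compound; some compounds past the cut are filed as inactive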
# CF NFkB block – blocks PAF-induced NF-kB reporter in cystic fibrosis cells | KKLEB NF-kB-GFP reporter, GFP fluorescence overnight | inhibition, % at 5 µM | actives 0.86% (n = 360,000) | AID 588850;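 active = at least 50% inhibition at 5 µM, scaled per plate between neutral and stimulator controls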;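 note: PAF is a Pseudomonas aeruginosa culture filtrate used as stimulus; plate controls were PAF-stimulated DMSO wells for no effect and unstimulated DMSO wells for full effect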
# TRPM1 prom inh – inhibitors of MITF-driven TRPM1 promoter in melanoma cells; AID 488899; actives 0.83% (n = 330,000); SK-MEL-5 TRPM1 promoter luciferase, 24 h; inhibition, % at 12.5 µM;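 active = mean inhibition across replicates of 60% or more, whatever share of single replicates reaches that level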; note: values of inactives mirror those of a sister screen read the other way
# aDG glyco act – increases alpha dystroglycan glycosylation. Pro5-aDG cells, alpha-DG glycosylation AlphaScreen (IIH6); 0% Pro5, 100% B10-LARGE cell signal. activation, % at 10 µM. actives 0.22% (n = 360,000). AID 624168;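 active = activation of at least 8% versus controls, or a plate z-score of at least 8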;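 note: Pro5 are CHO cells carrying HIG-tagged alpha-DG that lacks glycosylation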
# NR2E3 ag-1 – agonists of human NR2E3 nuclear receptor; AID 602229; actives 0.35% (n = 360,000); CHO-S Gal4-NCOR/VP16-NR2E3 two-hybrid, luciferase; inhibition of corepressor binding, % at 3.98 µM; Q9Y5X4;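 active = inhibition above the mean of all tested compounds plus 3 SD, cut at about 70% in these data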;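 note: 0% = DMSO with NR2E3 transfected cells and 100% = cells lacking NR2E3 construct; higher means lower luciferase signal from less NR2E3 corepressor binding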
# Target sequence (Q9Y5X4 whole entry, looked up, the tested form may be a part): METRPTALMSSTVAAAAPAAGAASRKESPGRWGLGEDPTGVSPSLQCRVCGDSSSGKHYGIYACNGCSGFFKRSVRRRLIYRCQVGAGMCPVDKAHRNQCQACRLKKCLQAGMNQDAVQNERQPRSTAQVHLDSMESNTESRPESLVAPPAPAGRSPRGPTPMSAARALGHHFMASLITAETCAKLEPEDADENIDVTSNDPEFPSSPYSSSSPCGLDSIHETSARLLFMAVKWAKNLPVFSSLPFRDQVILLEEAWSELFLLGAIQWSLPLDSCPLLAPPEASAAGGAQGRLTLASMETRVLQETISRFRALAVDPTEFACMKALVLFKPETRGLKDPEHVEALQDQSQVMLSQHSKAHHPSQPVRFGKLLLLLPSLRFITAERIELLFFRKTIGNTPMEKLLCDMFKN
# Peg3 prom inh – Peg3 promoter activity inhibition; AID 588405; inhibition, % at 20 µM; actives 1.7% (n = 360,000); HeLa PEG-Prom luciferase reporter, luminescence, overnight;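 active = inhibition of at least 50% at 20 µM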
# NR2E3 ag-2 – agonists of human nuclear receptor NR2E3 | GST-NR2E3/biotin-RetCOR TR-FRET, 1536-well | Q9Y5X4 | AID 2300 | actives 0.12% (n = 320,000) | inhibition of corepressor binding, % at 4.78 µM;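 active = percent inhibition above the cutoff of mean plus 3 SD of all tested compounds, set per screening campaign, cut at about 20% in these data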;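 note: 0% = DMSO wells and 100% = biotin wells as full block of FRET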
#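 Format: 1536-well format; test system: GST-NR2E3 and biotin-RetCOR proteins; read-out basis: percent inhibition of TR-FRET ratio; timing: 5 h incubation at 4 °C; detection: time-resolved FRET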
# iPSC survival up – hiPSC single-cell survival enhancement; ATPlite luminescence; 100% = ROCK inhibitor wells, 0% = DMSO; survival enhancement, % at 20 µM; actives 0.044% (n = 360,000); in the data active = survival enhancement above about 18%;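 note: cells exposed to compounds for 16 hours before the ATP read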
# An asterisk follows results filed as active; x = not tested or not shown.
SMILES,TWEAK Fn14 block,HIF-2a inh,KKLEB cytotox,Shn3 inh set2,CF NFkB block,TRPM1 prom inh,aDG glyco act,NR2E3 ag-1,Peg3 prom inh,NR2E3 ag-2,iPSC survival up
COc1ccc(NC(=O)c2cc3c(=O)n(C)c4ccccc4c3n2C)cc1Cl,-19,-15,-12,25,19,9,-0.2,-14,20,3,-0.2
CC1(C)Cc2c(cnn2-c2cccc(F)c2)C(NC(=O)CSc2ccccn2)C1 (centres undefined),-11,-4,-4,8,-8,0,0.1,0,-11,-1,-0.4
Cc1ccc(OCC(=O)NC2CCS(=O)(=O)C2)c(C)c1 (centres undefined),-5,15,16,-11,-1,5,0.3,-8,9,x,1.2
CCC1(CC)C(=O)NC(=O)NC1=Nc1cccc(OC)c1,7,11,-1,-6,1,-4,-0.1,-9,5,2,1.9
OC(CNC1CCCCC1)CON=C1CCSc2c(Cl)cccc21 (centres undefined),-14,-14,-22,4,32,x,0.4,-9,96*,x,0.5
COc1ccc2cc(C(=O)N3CCN(c4ccccc4OC)CC3)[nH]c2c1,5,-23,-6,17,7,10,-0.1,-4,5,0,-0.5
CCn1ncc(C2=NOC(C(=O)NCC(C)C)C2)c1C (centres undefined),-4,-6,9,5,-14,4,-0.1,-16,-3,5,-0.2
COc1ccc(CN(CC(=O)NCc2ccccc2)C(=O)CCC(=O)Nc2nccs2)cc1,0,14,-6,-4,4,6,0.1,23,17,-2,-0.7
COc1ccc(C2C(C#N)=C(N)Oc3cc(C)n(Cc4ccco4)c(=O)c32)cc1 (centres undefined),-11,14,0,-16,7,15,-0.2,12,12,3,2.8
COC(=O)CSc1nnc(COc2ccc([N+](=O)[O-])cc2)n1C,-15,18,1,-3,-5,1,0.1,-24,4,6,0.4
O=C(CN(C(=O)CNS(=O)(=O)c1ccc(F)cc1)c1ccccc1)NCc1ccco1,8,0,-8,-3,-5,9,-0.1,-11,10,1,0.0
COc1ccccc1N1CCN(/N=C/c2cccc(O)c2)CC1,-15,-199,-13,-40,-1,-49,-0.2,-52,-236,3,-1.1
CC(=O)Nc1sc(N/N=C\c2ccc(O)cc2)nc1-c1cccs1,-11,-86,16,-56,-10,-28,0.5,-48,-147,4,0.6
CC(C)(C)SCCNC(=O)CN1C(=O)c2ccccc2S1(=O)=O,-45,-20,-5,-9,9,-6,0.3,-19,1,5,-1.2
Cc1ccc(NC(=O)CSc2ccc3c(c2)OCCO3)nc1,2,-38,5,19,1,-2,-0.1,-11,-34,-2,-0.5
CCNC(=S)N/N=C/c1cc(Br)cc(Br)c1OC,3,14,-14,0,-14,5,0.0,-43,0,-1,-2.1
Cc1cc(NS(=O)(=O)c2ccc(NC(=O)COc3cc(C)c(Cl)c(C)c3)cc2)no1,2,22,-2,-12,10,2,-0.2,1,8,1,-0.5
Cc1ccc(NC(=O)C(=O)NCC2CCCN2S(=O)(=O)c2cccs2)cc1 (centres undefined),-6,-22,0,7,3,-3,0.1,-39,-1,0,0.2
S=c1[nH]nc(Cc2cccc3ccccc23)o1,10,5,3,-21,-10,27,-0.1,-25,-47,0,2.5
Cc1nonc1NC(=O)CSc1nnnn1-c1ccccc1,24,3,-10,1,5,-5,0.0,20,0,-2,-0.4
O=C(NCc1ccccc1)C1=C[C@H](c2ccc(Br)cc2)C[C@H](OCCCCO)O1,6,11,-4,-19,-3,2,0.4,1,5,-2,-0.9
COCCOC(=O)c1sc2nc[nH]c(=O)c2c1C,-4,-9,-4,-2,2,-21,0.0,6,-14,-3,0.3
Cc1cc(CN2C(=O)c3ccccc3C2=O)no1,11,11,-8,-7,-12,-10,0.0,9,17,-2,-0.6
COc1cc(OC)c(C(=O)OCC(=O)NC2CCCCCCC2)cc1OC,6,11,-7,5,0,3,-0.1,-47,4,x,-1.5
C[C@H](CO)N1C[C@H](C)[C@@H](CN(C)C(=O)C2CCOCC2)Oc2ncc(Br)cc2C1=O,-2,-4,6,-12,-16,x,-0.1,-29,-3,x,8.1

# (more compounds)
SMILES,TWEAK Fn14 block,HIF-2a inh,KKLEB cytotox,Shn3 inh set2,CF NFkB block,TRPM1 prom inh,aDG glyco act,NR2E3 ag-1,Peg3 prom inh,NR2E3 ag-2,iPSC survival up
C#CC(C)(C)NC(=O)c1sccc1Oc1ccc(F)cc1[N+](=O)[O-],9,6,-5,0,2,-2,0.1,-11,7,4,0.8
O=C(CSc1nc2cc(Cl)ccc2s1)N1CCCc2ccccc21,-35,-36,7,4,13,-3,-0.1,-25,0,-2,-0.2
CC(C)CC(=O)NCCCN1CCN(CCCNC(=O)CC(C)C)CC1,2,11,11,0,2,-2,-0.2,-15,6,-1,-2.8
COc1cccc(C(=O)NCC(=O)N/N=C/c2cccnc2)c1,5,12,1,3,-20,17,-0.1,-12,-3,3,-0.4
Cc1ccc(OCC(=O)N/N=C/c2ccc3c(c2)OCO3)cc1C,0,3,13,17,-10,-8,-0.4,-11,2,x,1.2
COc1ccc(C2C3=C(CC(C)(C)CC3=O)Nc3cc4c(cc32)OCO4)cc1 (centres undefined),2,7,5,14,-15,4,-0.3,-33,10,3,-0.3
COCCN(C(=O)CSc1nnc(Nc2ccc(C)cc2)s1)c1c(N)n(CC(C)C)c(=O)[nH]c1=O,-3,13,1,-3,-13,14,0.0,-5,11,6,-0.7
O=C(CSc1ncn[nH]1)Nc1ccccc1-c1ccccc1,2,12,8,-14,4,-1,0.3,-8,8,-1,2.5
CCCCN(C(=O)c1cccs1)c1c(N)n(Cc2ccccc2)c(=O)[nH]c1=O,1,3,6,1,23,-14,0.2,-39,3,x,-2.1
CCC(=O)c1ccc(OCC(=O)NC2(C#N)CCCCC2)cc1,5,12,-2,-24,-1,-6,-0.1,10,14,-1,-0.4
COC(=O)c1cc(C(C)=O)n2ccccc12,-13,15,0,-14,-7,-2,-0.3,-21,-2,3,0.9
O=C(Nc1ccc(O)cc1)c1ccc2c(c1)C(=O)N(Cc1cccnc1)C2=O,-2,-2,-14,-5,32,7,0.0,-16,3,1,-0.1
COC(=O)CNS(=O)(=O)c1ccc(Cc2ccc(S(=O)(=O)NCC(=O)OC)cc2)cc1,-3,19,-11,25,-7,-3,0.0,17,7,-1,-1.2
N/N=C(\c1ccccc1)c1cc(Br)ccc1N,11,15,4,14,0,8,-0.2,-36,12,0,-0.4
O=C(Nc1ccccc1)c1ccc(S(=O)(=O)NCc2ccco2)cc1,8,-15,-2,4,2,-9,0.1,-9,1,1,0.6
COc1ccc(-n2nc(C(=O)NCC(=O)NC3CCCCC3)c3ccccc3c2=O)c(OC)c1,-2,-11,12,3,16,3,-0.1,0,1,0,-0.1
CC(=O)Nc1ccc(C(=O)NN2C(=O)NC3(CCCCC3)C2=O)cc1,3,-5,2,-2,4,0,-0.2,-19,-1,-4,0.3
Cc1ccc(/C(N)=N/OC(=O)c2cccc(F)c2)cc1,7,-217,11,-46,-18,-7,0.1,-28,-268,5,0.6
CCOc1ccc(-n2c(SCC(=O)N3CCC(C(=O)O)CC3)nc3ccccc3c2=O)cc1,4,-3,-1,-11,3,8,-0.1,10,9,5,0.3
CCc1nnc(NC(=O)CSc2nnc(-c3ccoc3C)n2CC(C)C)s1,4,5,4,-4,0,5,0.8,-27,-2,-1,-0.8
CC(C)(C)c1ccc(OC2=CS(=O)(=O)c3ccccc32)cc1,-22,-133,-2,-8,17,-26,-0.2,-36,-144,1,-1.4
N#Cc1ccc(OCC(=O)NCCN2CCOCC2)cc1,-15,7,-3,6,-1,1,0.0,0,20,1,0.3
COc1cc(C2C(C#N)=C(N)Oc3n[nH]c(-c4ccccn4)c32)cc(OC)c1OC (centres undefined),12,2,-5,-16,-14,-11,0.2,2,-23,-3,-2.3
CC(=NNC(=S)Nc1ccccc1)c1ccccn1,-68,71*,-7,80,31,x,-0.7,85*,12,x,-1.9
c1ccc(Sc2ccccn2)cc1,4,20,7,-38,4,x,-0.1,-18,7,-2,0.6
COC(=O)c1c(N)sc2c1CC(C)(C)OC2,11,8,0,14,0,6,-0.2,-9,14,2,-0.6
